Screening results deposited in PubChem by several laboratories.
NSD2 HMT inh = NSD2 (human) methyltransferase inhibition; actives 0.54% (n = 310,000); inhibition, % at 12.5 µM; AID 743445; O96028; NSD2 peptide methylation, AlphaScreen, 120 min; in the data active = inhibition above about 50%
Target sequence (O96028 whole entry, looked up): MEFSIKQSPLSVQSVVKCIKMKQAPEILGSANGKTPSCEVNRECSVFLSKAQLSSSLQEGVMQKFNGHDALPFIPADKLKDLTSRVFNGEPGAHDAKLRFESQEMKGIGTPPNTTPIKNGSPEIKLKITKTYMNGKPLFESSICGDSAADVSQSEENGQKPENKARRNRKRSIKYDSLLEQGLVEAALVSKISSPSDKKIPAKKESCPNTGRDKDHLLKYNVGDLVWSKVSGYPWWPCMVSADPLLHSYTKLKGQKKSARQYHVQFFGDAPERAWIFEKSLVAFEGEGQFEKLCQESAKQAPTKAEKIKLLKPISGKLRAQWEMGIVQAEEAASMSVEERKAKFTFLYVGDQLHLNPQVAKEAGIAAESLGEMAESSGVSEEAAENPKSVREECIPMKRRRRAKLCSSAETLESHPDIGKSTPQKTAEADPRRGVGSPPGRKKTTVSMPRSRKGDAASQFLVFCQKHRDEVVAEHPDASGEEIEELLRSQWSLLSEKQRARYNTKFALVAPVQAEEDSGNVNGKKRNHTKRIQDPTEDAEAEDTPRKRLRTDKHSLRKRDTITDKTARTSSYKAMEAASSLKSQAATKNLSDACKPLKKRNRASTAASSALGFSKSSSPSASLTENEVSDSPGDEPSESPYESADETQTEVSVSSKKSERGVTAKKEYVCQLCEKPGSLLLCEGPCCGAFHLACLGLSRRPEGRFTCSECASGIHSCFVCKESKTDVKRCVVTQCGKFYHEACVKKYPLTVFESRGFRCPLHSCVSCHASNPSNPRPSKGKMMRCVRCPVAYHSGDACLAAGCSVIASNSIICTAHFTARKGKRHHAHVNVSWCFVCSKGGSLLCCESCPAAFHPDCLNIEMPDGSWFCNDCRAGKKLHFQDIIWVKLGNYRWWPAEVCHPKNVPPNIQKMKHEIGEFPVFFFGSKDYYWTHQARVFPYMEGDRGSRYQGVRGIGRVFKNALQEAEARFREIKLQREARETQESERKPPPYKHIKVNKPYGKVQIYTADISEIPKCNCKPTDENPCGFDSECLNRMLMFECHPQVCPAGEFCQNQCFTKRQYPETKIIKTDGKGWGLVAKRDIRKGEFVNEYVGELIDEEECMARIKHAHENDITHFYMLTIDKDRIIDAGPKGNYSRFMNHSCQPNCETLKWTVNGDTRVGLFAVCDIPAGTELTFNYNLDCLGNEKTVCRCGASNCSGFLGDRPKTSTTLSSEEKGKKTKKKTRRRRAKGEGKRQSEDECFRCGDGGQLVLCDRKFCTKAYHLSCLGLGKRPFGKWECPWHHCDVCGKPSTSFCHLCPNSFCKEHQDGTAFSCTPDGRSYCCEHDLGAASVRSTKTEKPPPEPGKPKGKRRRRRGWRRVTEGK
PKA-R2B activ = activators of human PKA-R2B complex; activation, % at 11.4 µM; actives 0.079% (n = 340,000); PKA-R2B holoenzyme dissociation, Cy5-IP20 fluorescence polarization; R2B truncated from residue 108, S112A mutant; 0% DMSO only, 100% 113 µM cGMP;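 active = activation above a cutoff set at the mean over all compounds plus 3 SD, cut at about 18% in these data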;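 also: higher means more holoenzyme dissociation and a rise in polarization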
Arrestin-AP2 inh = blocks beta-arrestin peptide binding to AP2 adaptin; inhibition, % at 10 µM; actives 0.31% (n = 340,000); FITC-arrestin peptide / GST-AP2 beads, flow cytometry; AP2 beta2 appendage carries R879A mutation;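 active = inhibition above a set limit, near 3 SD of compounds lacking own fluorescence, cut at about 54% in these data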;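 also: plate controls were DMSO wells for no effect and 5 µM unlabelled arrestin peptide for full effect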
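Measured by: flow cytometry, FL1 (488/535 nm); Material: AP2 appendage R879A on GSH beads; Evaluation: percent response; Timing: pre-incubation 12 min, peptide binding 1 h, room temperature; Also added: 50 nM FITC-arrestin peptide; Medium: PBS with 0.05% Tween 20 and 0.1% BSA.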
DAGLB inh = blocks human DAGLB lipase activity | Q8NCG7 | HEK293T DAGLB membrane lysate, EnzChek fluorogenic substrate | inhibition, % at 5.17 µM | actives 0.059% (n = 340,000); in the data active = inhibition above about 34%;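 also: 0% = enzyme with vehicle and 100% = wells lacking enzyme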
C-LANA FP = KSHV C-LANA DNA binding inhibition | MBP-C-LANA/FAM-LBS DNA binding, fluorescence polarization | inhibition, % at 9 µM | actives 0.078% (n = 340,000) | AID 504423;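 active = highest replicate inhibition at or above 60% at 9 µM, even if other replicates fall short; inactive = all replicates below 60% inhibition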;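 also: 0% = neutral control wells and 100% = 4 µM acridine orange control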
Keap1 Nrf2 FP = Keap1-Nrf2 (human) interaction inhibition; inhibition, % at 9.4 µM; actives 0.15% (n = 340,000); Keap1 Kelch-Nrf2 peptide fluorescence polarization, 1536-well; Q14145; in the data active = inhibition above about 12%;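 also: human Keap1 Kelch domain with fluorescein labeled Nrf2 9mer peptide probe; 0% = neutral control wells and 100% = peptide positive control; higher means more block of Keap1 binding to Nrf2 peptide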
SR-BI DiI inh = mouse SR-BI HDL lipid transfer inhibition; Q61009; ldlA[mSR-BI] CHO cells, DiI-HDL uptake fluorescence, 3 h; inhibition, % at 12.5 µM; actives 0.96% (n = 320,000); AID 488896;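 active = mean replicate inhibition of at least 70% and a set share of replicates each scoring 70 or more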;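 also: 0% = median of neutral control wells and 100% = median of positive control wells; values of inactives mirror those of a sister screen read the other way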
SR-BI DiI-HDL act = SR-BI HDL lipid transfer activation | activation, % at 12.5 µM | actives 0.096% (n = 320,000) | CHO ldlA[mSR-BI] cells, DiI-HDL uptake fluorescence, 3 h; 100 = double the neutral-control signal;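 active = mean replicate activation of at least 60% and every replicate at or above 60%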;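 also: 0% = median plate neutral-control signal and 100% = twice that signal; values of inactives mirror those of a sister screen read the other way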
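Assay system: LDL receptor-deficient CHO ldlA cells overexpressing murine SR-BI / Medium: BSA-supplemented, HEPES-buffered Ham's F12, pH 7.4 / Probe or stimulus: DiI-labelled HDL at 10 µg/mL final / Timing: compound with DiI-HDL co-incubation, 3 h at 37 °C / Technique: bottom-read cell fluorescence after medium removal, ex 550/em 595 nm / Measure: HDL uptake via cellular fluorescence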
RTF Ca sens inh = cardiac RTF calcium desensitization. IANBD-labeled cardiac RTF, Ca2+ fluorescence. actives 0.12% (n = 340,000). AID 493244. inhibition, % at 7.15 µM. P19429+P45379;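 active = inhibition above the mean inhibition of all tested compounds plus 3 SD, cut at about 17% in these data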;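 also: assay run at fixed EC70 calcium of 1.6 mM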
PvdQ acylase = blocks Pseudomonas aeruginosa PvdQ acylase activity; purified PvdQ acylase, fluorescence plate reader; inhibition, % at 10 µM; actives 0.063% (n = 340,000); AID 488965; in the data active = inhibition above about 30%, passing the limit was not always enough;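 also: 0% = vehicle neutral wells and 100% = reference inhibitor wells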
* hit, by the source's call; / = not tested or not shown; & = joins results of further samples.

SMILES	NSD2 HMT inh	PKA-R2B activ	Arrestin-AP2 inh	DAGLB inh	C-LANA FP	Keap1 Nrf2 FP	SR-BI DiI inh	SR-BI DiI-HDL act	RTF Ca sens inh	PvdQ acylase
COC(=O)c1sc2nc(SCc3cccc(F)c3)n(N)c(=O)c2c1C	-1	6	4	-2	0.0	-4	/	/	-7	-13
CC1=C(C(=O)Nc2ccccc2)C(c2ccc3c(c2)OCO3)C2=C(CCCC2=O)N1 (stereo not drawn)	17	-3	5	1	0.1	-2	-20	20	-16	-4
COc1ccc(CC(=O)Nc2ccc(S(=O)(=O)Nc3ncccn3)cc2)cc1	2	-5	8	0	-0.3	0	-22	22	-11	-10
COCCN1C(=O)c2[nH]nc(-c3ccccc3O)c2C1c1ccc(OC)cc1 (stereo not drawn)	-1	-1	1	1	0.6	-6	-7	7	-7	-12
O=C1CCCc2c1cc(C(=O)Nc1ccc(Br)cn1)c(=O)n2-c1ccccc1	-1	-12	15	-1	-0.4	-4	42	-42	3	-7
CCOC(=O)c1ccc(NC(=S)N2CCC(C(N)=O)(N3CCCCC3)CC2)cc1	0	3	6	0	0.9	2	32	-32	8	1
O=C(NP(=O)(N1CCOCC1)N1CCOCC1)C1=C(N2CCOCC2)/C(=C\c2ccccc2)CC1	1	-9	5	-2	2.4	-3	3	-3	-14	-12
O=C(c1ccccc1)c1nc2c(n1O)CCCCC2	22	-1	5	-1	0.3	-4	-13	13	-2	-16
COc1cc(C(=O)NCC(=O)N/N=C/c2ccccn2)cc(OC)c1OC	0	-7	8	0	-0.4	-2	-15	15	1	-2
O=C(NCCc1ccccn1)c1cc(-c2ccc(Cl)c(Cl)c2Cl)nc2ccccc12	-2	4	10	-3	-1.0	2	11	-11	4	3
CCN1CCCC1CNC(=O)CSCc1nc(-c2ccccc2C)oc1C (stereo not drawn)	6	-2	26	0	1.7	-4	13	-13	1	-2
CCOc1ccc(OCc2ccc(C(=O)Nc3ccc(Cl)cn3)o2)cc1	1	-9	-1	-12	1.1	4	23	-23	-6	-5
NC(=O)c1c(NC(=O)c2cccs2)sc2c1CCCCCC2	0	-3	5	-2	2.2	-5	46	-46	0	-8
CCn1c(SCC(=O)NCc2ccc3c(c2)OCO3)nnc1-c1ccncc1	-1	-4	39	3	0.8	1	-9	9	0	0
CCC1CCCCN1CCCNC(=O)c1csc2c1CCCCC2 (stereo not drawn)	3	2	8	1	0.1	-5	4	-4	-7	-12
Cc1ccc(NC(=S)Nn2cnnc2)cc1	-2	-9	-8	1	0.5	1	-5	5	-1	-1
CCc1ccc(N2C(=O)C3NN=C(C(=O)OCc4ccccc4)C3C2=O)cc1 (stereo not drawn)	-1	4	34	-3	0.8	0	8	-8	-2	4
Cc1ccc(C)c(Oc2cc(F)nc(N)n2)c1	0	5	13	0	0.1	-3	-23	23	-2	-28
Brc1ccc(C2Nc3cccc4cccc(c34)N2)s1	5	-5	38	0	-0.2	-6	-21	21	1	-9
CN(C(=O)CSc1nnc2n1CCCCC2)C1(C#N)CCCCC1	0	2	6	-1	-1.7	-7	-24	24	-5	-14
COc1ccc(OC)c(S(=O)(=O)N(C)CC(=O)N2CCN(c3ccc(F)cc3)CC2)c1	7	0	7	-1	0.6	-4	23	-23	-11	0
Cn1c(Oc2ccccc2)c(C=O)c2ccccc21	-4	-1	2	-4	0.7	-2	10	-10	1	3
O=C1CCc2cc(S(=O)(=O)N3CCC(C(=O)NC4CCCC4)CC3)ccc2N1	/	8	17	2	0.8	6	-16	16	-4	-4
Cc1[nH]n(-c2ccccc2)c(=O)c1C(c1ccccc1[N+](=O)[O-])C(C#N)C#N (stereo not drawn)	1	2	-2	9	1.8	-1	-41	41	-10	-4
CCN1CCN(C(CNS(=O)(=O)c2ccccc2)c2cccnc2)CC1 (stereo not drawn)	3	0	-3	1	-0.7	-6	17	/	0	-19
COc1cc(/C=N\n2cnnc2)ccc1OCC(=O)Nc1ccc(C)cc1	0	-6	-14	-3	1.9	2	5	-5	4	-3
O=C1C(Cc2ccccc2)NC(=S)N1Cc1ccccc1 (stereo not drawn)	-1	-10	-5	-1	-1.4	3	-4	4	17	-10
O=C(C1CCN(S(=O)(=O)N2CCC3(CC2)OCCO3)CC1)N1CCOCC1	0	-6	-3	5	0.6	-2	-1	1	4	-3
CC1(C)Cc2ccccc2C(N)=C1C#N	-3	9	14	0	-0.1	4	-17	17	-2	-11
Oc1oc(-c2ccccc2Br)nc1/C=N/c1ccccn1	3	2	3	1	-2.2	1	-10	10	-28	4
CCc1ccc2c(c1)c(N=NC1=NC(=O)CS1)c(O)n2C	-2	3	0	8	-1.6	-2	-3	3	-6	7
CC(=O)[C@@]12O[C@@H]1C[C@H]1[C@@H]3CC[C@H]4C[C@@H](O)CC[C@]4(C)[C@H]3CC[C@@]12C	9	-7	-10	-2	1.4	-1	-24	24	4	-5
Cc1cccc2nc(-c3ccccc3)nc(N[C@@H](CO)c3ccccc3)c12	-1	-8	0	-5	0.7	-3	-5	5	2	-7
Cc1cccc(OCC(=O)Nc2cc(Cl)ccc2-n2cncn2)c1C	-2	-7	0	-2	-0.4	2	44	-44	-12	-5
NS(=O)(=O)c1ccc(NC(=S)NC(=O)C2CCCC2)cc1	16	3	-1	-2	-0.8	-10	17	-17	-3	-21
COc1ccc(-n2c(C)c([N+](=O)[O-])c3ccc(O)c(CN(C)C)c32)cc1	0	12	20	-1	-0.3	2	24	-24	-8	3
COc1ccc(NC(=O)CSCC(=O)Nc2ccccc2N2CCCC2)cc1	-1	-12	4	1	-0.8	3	-10	10	-4	-4
CCc1nc(N=Nc2c(O)[nH]c3ccccc23)c2c3c(sc2n1)CCC3	3	0	15	2	-1.7	-1	33	-33	-4	-7
CN(CC(=O)Nc1cccc2ccccc12)C(=O)c1ccc(NC(=O)CC#N)cc1	50	9	1	-2	-0.5	3	13	-13	-13	-9
Nc1c(C(=O)c2ccccc2)oc2ccc([N+](=O)[O-])cc12	1	-2	20	0	-1.4	3	/	/	-8	7
COc1ccc(OC)c(NC(=O)Cn2c(=O)n(CC(=O)NCc3ccco3)c(=O)c3ccccc32)c1	2	8	25	-2	0.6	4	11	-11	-17	7
COc1ccc(CCC(=O)OCC(=O)Nc2c(C)n(C)n(-c3ccccc3)c2=O)cc1	3	-2	11	-2	0.0	-2	-22	22	-1	-16
COc1ccc(S(=O)(=O)Nc2cccnc2)cc1	/	4	5	-2	-0.5	1	/	/	-4	9
Cc1c(C(=O)NN2CCOCC2)oc2c1ccc1ccccc12	2	-14	0	0	-3.5	-2	6	-6	4	-6
COc1ccc(OCC(=O)OCC(=O)N2C(C)CCCC2C)cc1 (stereo not drawn)	-3	2	36	-2	1.7	4	-34	/	-9	0
CCOC(=O)N1CCC(N2Cc3cccc(C(=O)N4CCN(C5CCCCC5)CC4)c3C2=O)CC1	/	3	5	1	-0.2	0	-13	13	-1	-8
Cc1cc(S(=O)(=O)N2CCOCC2)ccc1OCC(=O)N1CCC(C)CC1	/	-15	6	-2	-0.1	-1	/	/	-7	-9
COc1ccc(C(C)C)cc1S(=O)(=O)Nc1ccccn1	1	3	4	3	-0.9	1	4	-4	5	3
CC(=O)Nc1ccc(NC(=O)CC2Nc3cccc4cccc(c34)NC2=O)cc1 (stereo not drawn)	8	-1	19	6	0.3	-3	12	-12	2	-10
CCC(NC(=O)C(C)NC)C(=O)N1CCCC1C(=O)NC1CCCc2ccccc21 (stereo not drawn)	/	-14	-5	0	0.5	-5	-16	16	1	-3
Cc1ccc(C2(C)NC(=O)N(CC(=O)NCc3cccs3)C2=O)cc1 (stereo not drawn)	-2	-3	13	-1	0.6	-3	5	-5	1	3
CN(C(=O)CS(=O)(=O)c1cn(CC(=O)N2CCCCC2)c2ccccc12)c1ccccc1	-5	-7	-15	1	-1.6	0	-6	6	-1	-16
CN1C(=O)C(C)(C)c2cc(S(=O)(=O)N3CCN(c4cccc(Cl)c4)CC3)ccc21	/	-2	18	1	0.8	3	-19	19	-12	15
COc1c(C(=O)Nc2ccc(Br)cn2)ccc2ccccc12	-2	-8	25	-12	2.3	2	0	0	3	-7
Cc1noc(C)c1S(=O)(=O)N(C)Cc1ccccc1	-3	-5	48	-3	0.1	0	6	-6	-2	1
CC(C)Cn1c(NCCN(C)C)nc2c1c(=O)[nH]c(=O)n2C	-3	0	4	1	-0.4	1	-5	5	-4	-9
CC(C)CC(=O)Nc1ccccc1N1CCN(C(=O)c2ccccc2)CC1	-1	-4	13	0	0.3	4	-3	3	-14	-8
CN(C)c1ccc(N2C(=NC(=O)C3CCCO3)SC3CS(=O)(=O)CC32)cc1 (stereo not drawn)	15	-2	13	2	-0.8	-1	-20	20	-3	-14
CCc1ccccc1NC(=O)CCC(=O)Nc1nnc(C(C)C)s1	35	-3	-1	0	-0.5	-5	6	-6	-7	9
O=C(NCCc1ccc(Cl)cc1)c1ccc(CS(=O)Cc2ccccc2Cl)o1 (stereo not drawn)	21	-1	4	0	-0.6	-4	35	-35	1	-3

A different layout for some results above.
mol,NSD2 HMT inh,PKA-R2B activ,Arrestin-AP2 inh,DAGLB inh,C-LANA FP,Keap1 Nrf2 FP,SR-BI DiI inh,SR-BI DiI-HDL act,RTF Ca sens inh,PvdQ acylase
CN(C)c1ccc(N2C(=NC(=O)C3CCCO3)SC3CS(=O)(=O)CC32)cc1 (stereo not drawn),15,-2,13,2,-0.8,-1,-20,20,-3,-14
CCc1ccccc1NC(=O)CCC(=O)Nc1nnc(C(C)C)s1,35,-3,-1,0,-0.5,-5,6,-6,-7,9
O=C(NCCc1ccc(Cl)cc1)c1ccc(CS(=O)Cc2ccccc2Cl)o1 (stereo not drawn),21,-1,4,0,-0.6,-4,35,-35,1,-3

The list continues:
SMILES	NSD2 HMT inh	PKA-R2B activ	Arrestin-AP2 inh	DAGLB inh	C-LANA FP	Keap1 Nrf2 FP	SR-BI DiI inh	SR-BI DiI-HDL act	RTF Ca sens inh	PvdQ acylase
CCn1c(Cc2ccccc2)nnc1SCC(=O)Nc1ccc(S(N)(=O)=O)cc1	-3	-1	-2	-1	0.1	-1	-21	21	-6	-5
CC(=O)Nc1ccc(S(=O)(=O)NC2=C(N3CCN(Cc4ccccc4)CC3)C(=O)c3ccccc3C2=O)cc1	24&31	4&3	2&-4	25&22	0.8&-1.8	0&2	10&4	-10&-4	0&-7	-11&-9
COc1ccc2c(c1OC)C(=O)N1C2SC[C@H]1C(=O)NC1CC1 (stereo partly drawn)	/	1	5	1	0.7	-8	-16	16	-3	4
CCCCn1c(N)c(N(CCC(C)C)C(=O)COC(=O)c2cccnc2Cl)c(=O)[nH]c1=O	-2	4	8	-1	-1.1	4	-9	9	-1	17
COC(=O)Cn1c(CN2CCN(C(=O)c3ccco3)CC2)nc2c1c(=O)n(C)c(=O)n2C	0	4	20	-3	1.0	8	-7	7	-8	14
